eIF2B yeast act – eIF2B (yeast) activity modulation; AID 688; S. cerevisiae eIF2B-epsilon R284H, GCN4-lacZ luminescence; 0.91% of 27,000 active; inhibition, % at 25 µM (by protocol);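 active = mutant luminescence inhibited past about 50% while wild type luminescence and mutant growth stay under set limits, limit read from the data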; note: some compounds called inactive have numbers as strong as hits
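Material: yeast eIF2B-epsilon R284H mutant carrying GCN4–beta-galactosidase fusion. Medium: YPD yeast growth medium. Incubation: 16 h growth with compound at 30 °C, 90 min Beta-Glo step. Signal: Beta-Glo luminescence plus absorbance at 595 nm. Evaluation: % inhibition of reporter signal and growth versus controls. Doses: 25 µM single dose.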
Yeast tox – Compounds toxic to wild-type S. cerevisiae growth. A595 turbidity, 16 h. growth inhibition, % at 25 µM (by protocol). 0.3% of 30,000 active. AID 685;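 active = mutant and wild-type yeast strains alike exhibit over 30% growth inhibition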;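 note: 0% = untreated cell controls and 100% = YPD media blanks without cells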
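System – wild-type and eIF2Bepsilon-R284H mutant S. cerevisiae, screened separately · Measured by – absorbance at 595 nm (turbidity) · Timing – 16 h compound exposure during growth at 30 °C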
Yeast tox inhibition % – second read-out of Yeast tox, no call of its own (marks repeat the call); growth inhibition, %; S. cerevisiae eIF2Bepsilon-R284H mutant growth, A595 turbidity, 16 h;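 each compound tested once at 25 µM; 0% equals untreated cells and 100% equals cell-free medium blanks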
eIF2B yeast act mutant toxicity – recorded beside eIF2B yeast act, whose call it bears; growth inhibition, %; measured here: mutant yeast growth, toxicity;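 each compound tested once at 25 µM; zero equals untreated control growth and 100 equals blank medium absorbance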
Numbers without * were called inactive; nt = no result given. Not all compounds are listed; count on the stated rates, not on these rows.

Under each structure: Yeast tox inhibition %, eIF2B yeast act mutant toxicity, eIF2B yeast act, Yeast tox
COC(=O)Cc1c(C)c2ccc(OC(=O)c3ccco3)cc2oc1=O
    10.0, 10.0, -34.4, -22.6
O=C(NCCC1=CCCCC1)c1ccc(Br)o1
    12.9, 12.9, 34.3, 4.3
O=C(CCCOc1ccc(Cl)cc1Cl)Nc1ccncc1
    -5.6, -5.6, 5.2, 3.9
COCCNC(=O)COc1cc(=O)n(C)c2ccccc12
    -3.7, -3.7, -33.8, -12.9
CCCC(=O)NCCSC
    -10.5, -10.5, 13.9, 7.5
CC1Cn2c(nc3c2c(=O)[nH]c(=O)n3C)O1 (stereo unspecified)
    8.0, 8.0, 16.8, 20.0
Cc1nc2nc[nH]n2c(=O)c1CCC(C)C
    14.8, 14.8, 18.4, 13.3
Cc1cc(C(=O)OCC(=O)N2CC(C)CC(C)C2)c(C)o1 (stereo unspecified)
    10.9, 10.9, 22.4, 14.8
O=C(NCCc1ccccc1)c1ccc(Br)o1
    -7.4, -7.4, 24.6, 7.1
COCCOC(=O)C1=C(N)OC2=C(C(=O)CCC2)C1c1cccnc1 (stereo unspecified)
    3.7, nt, nt, -12.9
CCOC(=O)c1sc(NC(=O)CSc2nccc(C)n2)c(C#N)c1C
    29.2, 29.2, -3.4, 22.3
Cc1ccc(NC(=O)CSCC(=O)O)c(C)c1
    5.4, 5.4, 14.9, 0.4
COCCCNc1nc(SCc2ccccc2)nc2sc3c(c12)CCC3
    0.0, nt, -25.7, -1.4
O=C(COc1cccc(NC(=O)c2ccco2)c1)c1ccccc1
    -3.6, nt, nt, 8.4
CCCCCNC(=O)C(C#N)c1nc2ccccc2nc1N1CC(C)OC(C)C1 (stereo unspecified)
    7.7, 7.7, -3.8, 1.5
CCOC(=O)c1cc2occc2n1CC(=O)N1CCN(C(=O)c2ccco2)CC1
    -25.9, -25.9, 31.1, -22.6
CCC(=O)N1CCc2cc(S(=O)(=O)NC(C(=O)NCc3ccc(C)cc3)C(C)C)ccc21 (stereo unspecified)
    -30.4, -30.4, 28.9, -20.0
Cc1ccc(CCN2CC(C(=O)NCCCN3CCOCC3)CC2=O)cc1 (stereo unspecified)
    13.6, 13.6, 17.5, 2.8
COc1cc(-c2nc(S(=O)(=O)c3ccc(Cl)cc3)c(N3CCOCC3)o2)cc(OC)c1OC
    -6.5, nt, nt, -11.1
COc1ccc2nc(NC(=O)C3CCN(S(=O)(=O)c4cnc[nH]4)CC3)sc2c1
    11.1, 11.1, -15.6, 21.6

Seven entries from above, in markdown.
| mol | Yeast tox inhibition % | eIF2B yeast act mutant toxicity | eIF2B yeast act | Yeast tox |
| --- | --- | --- | --- | --- |
| O=C(COc1cccc(NC(=O)c2ccco2)c1)c1ccccc1 | -3.6 | nt | nt | 8.4 |
| CCCCCNC(=O)C(C#N)c1nc2ccccc2nc1N1CC(C)OC(C)C1 (stereo unspecified) | 7.7 | 7.7 | -3.8 | 1.5 |
| CCOC(=O)c1cc2occc2n1CC(=O)N1CCN(C(=O)c2ccco2)CC1 | -25.9 | -25.9 | 31.1 | -22.6 |
| CCC(=O)N1CCc2cc(S(=O)(=O)NC(C(=O)NCc3ccc(C)cc3)C(C)C)ccc21 (stereo unspecified) | -30.4 | -30.4 | 28.9 | -20.0 |
| Cc1ccc(CCN2CC(C(=O)NCCCN3CCOCC3)CC2=O)cc1 (stereo unspecified) | 13.6 | 13.6 | 17.5 | 2.8 |
| COc1cc(-c2nc(S(=O)(=O)c3ccc(Cl)cc3)c(N3CCOCC3)o2)cc(OC)c1OC | -6.5 | nt | nt | -11.1 |
| COc1ccc2nc(NC(=O)C3CCN(S(=O)(=O)c4cnc[nH]4)CC3)sc2c1 | 11.1 | 11.1 | -15.6 | 21.6 |

Remaining list, next part:
Under each structure: Yeast tox inhibition %, eIF2B yeast act mutant toxicity, eIF2B yeast act, Yeast tox
Cn1cnnc1SCC(=O)Nc1ccc2nc(SCc3ccccc3Cl)sc2c1
    nt, nt, -26.6, nt
COc1cc(C(N)=O)cc(Br)c1OC
    0.0, nt, 1.6, -9.7
CCOC(=O)Nc1cc(C)ccc1OC
    14.8, nt, nt, 1.8
CCC(C)N(C)Cc1cccc(C2(O)CCN(S(=O)(=O)c3ccc(F)c(C)c3)CC2)c1 (stereo unspecified)
    8.8, 8.8, 23.1, 25.4
CCCCNC(=O)CCC(=O)Nc1ccc2nc(N3CCOCC3)cc(C)c2c1
    21.4, 21.4, 27.8, 12.7
COC(=O)CNC(=O)CNC(=O)Nc1ccccc1Cl
    21.2, nt, nt, 3.5
COc1ccc(S(=O)(=O)/N=C2/NC(=O)/C(=C\c3cc(OC)c(OC)cc3[N+](=O)[O-])S2)cc1
    12.8, nt, nt, 23.8
O=C(c1cc2ccccc2oc1=O)N(Cc1ccco1)C1CCS(=O)(=O)C1 (stereo unspecified)
    16.0, 16.0, 19.4, 13.0
Cc1cccc(NC(=S)NN2CCN(C)CC2)c1
    15.6, nt, nt, 16.9
CN(CC(=O)Nc1cccc2ccccc12)c1ccc(S(=O)(=O)N2CCOCC2)cn1
    6.2, 6.2, 27.5, -16.3
CCOC(=O)CC(=O)CSc1nc(-c2cccnc2)cc(C)c1C#N
    0.0, nt, 3.0, 1.5
CCc1ccccc1NC(=S)N(CCN(C)C)C(C)c1ccccn1 (stereo unspecified)
    3.9, nt, nt, 10.8
CCOc1ccccc1N/C=C(\C#N)c1nc2ccccc2n1C
    -15.0, -15.0, -21.4, -9.3
Cc1oc(-c2ccccc2F)nc1CN1CCC(C(=O)NCc2cccs2)CC1
    14.8, 14.8, 18.0, 3.0
COc1cc(CNC2CCCC2)cc(OC)c1OC
    -14.3, -14.3, 20.5, 1.7
Cc1nc(NC(=O)CSc2nnnn2C)sc1C
    -3.2, nt, nt, 10.0
Cc1c(/C(O)=C2\C(=O)C(=O)N(CCCN(C)C)C2c2ccccc2)cnn1-c1ccccc1 (stereo unspecified)
    -9.1, -9.1, 23.5, 15.9
COc1cc(CNc2ccccc2Oc2cc(=O)n(C)c(=O)n2C)cc(OC)c1OC
    7.9, nt, nt, 2.9
OC(COc1ccc(Cl)c2ccccc12)CN1CCN(c2ccccn2)CC1 (stereo unspecified)
    28.6, 28.6, 3.3, 28.2
CCOC(=O)c1[nH]c(C)c(C(=O)c2cc(F)ccc2F)c1C
    3.6, 3.6, 15.8, 13.4
CN(C)CCNC(=O)C(C(=O)c1ccc(F)cc1)n1ccccc1=O (stereo unspecified)
    -7.1, -7.1, -10.5, -1.1
Cc1occc1-c1nnc(SCC(=O)N2CCN(c3ccccc3)CC2)n1C
    6.9, 6.9, 11.2, 0.4
CCOC(=O)c1cc(NC(=O)N(CC)C2CCCCC2)c(C)nc1C
    5.1, nt, nt, 10.0
COc1ccc(C)cc1NC(=O)CSc1nnc(-c2ccccn2)n1Cc1ccco1
    -23.8, -23.8, 17.1, 17.2
CC(C)(C)C1(C)OC(C(N)=O)C(C(N)=O)O1 (stereo unspecified)
    3.7, 3.7, 23.0, -6.9
COc1ccc(CNC(=S)Nc2cccc(C)c2)cc1
    7.9, nt, nt, 0.7
O=C(NC1CCCCC1)C1CCN(S(=O)(=O)N2CCCCCC2)CC1
    3.9, 3.9, -10.6, -0.8
Cc1cc(C)n(C(=O)CCC2COc3ccccc3O2)n1 (stereo unspecified)
    4.2, 4.2, -11.8, 12.3
O=C1C2CC=CCC2C(=O)N1c1n[nH]c(CCc2ccccc2)n1 (stereo unspecified)
    11.6, nt, nt, 4.5
Cn1c(NCCN2CCOCC2)nc2c1c(=O)n(Cc1cccc(Cl)c1)c(=O)n2C
    9.5, 9.5, -35.6, 3.6
Cc1ccc(NC(=O)C2CCN(S(=O)(=O)c3cnc[nH]3)CC2)nc1
    14.8, 14.8, 20.1, 7.9
O=C(Oc1cccc2cccnc12)c1ccco1
    nt, nt, -7.7, nt
CCN(CC)S(=O)(=O)c1cccc(C(=O)Nc2cccc(C)c2)c1
    8.3, 8.3, 23.1, 0.4
COCCn1nnnc1C(c1cc2c(C)cc(C)cc2[nH]c1=O)N1CCCCCC1 (stereo unspecified)
    -4.8, -4.8, 15.7, 0.3
COc1ccc(NC(=O)CCNS(=O)(=O)c2ccc3c(c2)c(=O)n(C)c(=O)n3C)c(OC)c1
    7.3, 7.3, 19.0, 35.8
CCn1c(SCC(=O)Nc2nc3ccccc3s2)nnc1-c1ccc(Br)cc1
    2.6, 2.6, 13.1, -4.0
COc1ccc(-n2c(CCc3ccccc3)nnc2SCC(=O)NCc2ccccc2)cc1
    16.7, 16.7, 2.0, 15.4
CC(C)(O)C#Cc1ccc(C(=O)NCc2ccccc2)s1
    -18.2, -18.2, 4.3, 8.3
COc1ccc(C2C3=C(CCCC3=O)Nc3nc4ccccc4n32)c(OC)c1OC (stereo unspecified)
    -9.1, -9.1, 14.0, 10.9
Cc1cc(C)nc(N2CCN(c3nnnn3-c3ccccc3)CC2)n1
    18.5, 18.5, 20.3, 7.6
c1ccc(-c2nnc(SCc3nc4ccccc4[nH]3)n2Cc2ccco2)cc1
    13.6, 13.6, 3.3, 4.5
CCCCCCNS(=O)(=O)c1ccc(OC)c(OC)c1
    25.8, 25.8, 26.8, 2.1
COc1cc2c(cc1OC)C(c1cc3cc(OC)c(OC)cc3[nH]c1=O)N(C(=O)C1CC1)CC2 (stereo unspecified)
    3.9, 3.9, 10.3, -21.7
COc1ccccc1-c1noc(-c2ccco2)n1
    6.2, 6.2, 42.2, 12.8
Cc1ccc(C2C(C#N)=C(N)Oc3n[nH]c(-c4cccs4)c32)s1 (stereo unspecified)
    -17.9, -17.9, -21.1, -31.1
CCN1CCN(C(=O)CN(CCc2ccccc2)S(C)(=O)=O)CC1
    2.6, nt, nt, 9.6
Cc1ccc(OCC(O)Cn2c(=N)n(Cc3ccccc3)c3ccccc32)cc1 (stereo unspecified)
    -2.6, nt, nt, 20.7
CCSc1n[nH]c(=O)[nH]c1=O
    10.5, 10.5, 18.0, 22.2
Cc1ccsc1/C=C/c1ccc2cccc(O)c2n1
    18.9, 18.9, 23.4, 8.1
COc1ccc(S(=O)(=O)Nc2ccc(N(C)C(C)=O)cc2)cc1
    10.8, 10.8, 12.5, 20.0
Cc1cc(-n2ccnc2)n2c(nc3ccccc32)c1C#N
    9.7, 9.7, 10.1, 12.9
CCSCCOC(=O)C1=C(C)NC2=C(C(=O)CCC2)C1c1coc2ccccc2c1=O (stereo unspecified)
    -27.3, -27.3, 13.7, -5.3
Cc1cccc(OCC(=O)OC2CCN(C)CC2)c1
    nt, nt, -23.1, nt
COC(=O)c1ccc(NC(=O)CCN2CCCCC2)cc1
    6.7, 6.7, -5.3, -5.4
COC(=O)C(C)n1cnc2c(nnn2Cc2ccc(Cl)cc2)c1=O (stereo unspecified)
    -9.1, -9.1, 27.5, -2.5
CC(C)(C)C(=O)[C@@H]1[C@@H]2C(=O)N(c3ccc4c(c3)OCCO4)C(=O)[C@@H]2C2c3ccccc3C=CN21 (stereo partly specified)
    4.0, 4.0, 14.8, 28.2
CC(=O)Nc1ccc(NC(=O)c2ccccc2N(C)S(C)(=O)=O)cc1
    -2.3, -2.3, -3.7, 14.5
CCCc1cc(=O)oc2cc(OCC(=O)N3CCc4ccccc43)ccc12
    4.8, 4.8, 15.2, 13.0
CN1CCN(C(=O)Cn2c(C(F)(F)F)nc3ccccc32)CC1
    25.0, 25.0, 6.0, 9.6
COCC(=O)Nc1ccc(S(=O)(=O)Nc2cc(C)nc(C)n2)cc1
    23.4, nt, nt, 33.7

Carrying on:
Under each structure: Yeast tox inhibition %, eIF2B yeast act mutant toxicity, eIF2B yeast act, Yeast tox
COC(=O)c1ccccc1NC1=C/C(=N\S(=O)(=O)c2cccs2)c2ccccc2C1=O
    14.9, nt, nt, -4.3
Cc1ccc(S(=O)(=O)CC(=O)NC2CC2)cc1
    14.3, 14.3, 7.9, 4.8
CN(C)/C=C1/N=C(c2ccccc2)OC1=O
    15.4, nt, nt, 15.5
OC(Cn1cncn1)(c1ccccc1)c1ccccc1
    91.3*, nt, nt, 85.8*
COc1ccc(Nc2nccc3c2nnn3C)cc1
    12.1, 12.1, 6.5, -0.4
Cc1nc(NC(C)c2ccccc2)c2oc3ccccc3c2n1 (stereo unspecified)
    -3.5, -3.5, 34.3, -0.4
FC(F)(F)c1cc(-c2ccc(Cl)cc2)nc(NCc2cccnc2)n1
    -11.9, -11.9, -9.0, 18.7
CCCC1(C(=O)OCC)NC(c2ccc(OC)cc2OC)C2C(=O)N(c3ccc4c(c3)OCCO4)C(=O)C21 (stereo unspecified)
    nt, nt, -19.3, nt
CCCCn1c(SCC(=O)N2CCC(C(=O)OCC)CC2)nc2cc(S(N)(=O)=O)ccc21
    6.1, 6.1, -19.3, -0.3
Cc1cc(NC(=O)CCCC(=O)N(CC(=O)NC2CCCCC2)c2ccccc2)no1
    nt, nt, -33.6, nt
CCCS(=O)(=O)NCCc1cc2c(OC)ccc(OC)c2[nH]c1=O
    9.7, nt, nt, 11.7
C=CCn1c(=N)c(C(=O)NCCCOC)cc2c(=O)n3cc(C)ccc3nc21
    14.3, 14.3, -13.4, 26.1
c1ccc2c(-n3cccn3)cccc2c1
    22.2, 22.2, -4.0, 34.5
CCNC(=O)CN(c1ccc(Cl)cc1)S(=O)(=O)c1ccccc1
    10.9, nt, nt, -3.2
